Screens: PubChem BioAssay, several laboratories
SKN-1 block: blocks SKN-1 activity in C. elegans; actives 0.49% (n = 360,000); C. elegans VP596 Pgst-4::GFP/RFP ratio, acrylamide-induced, 24 h; inhibition, % at 21.8 µM;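 active = interference check ratio from 0.5 to 1.5 plus GFP to RFP signal ratio inhibition reaching or exceeding a fixed threshold, cut at about 30% in these data, passing the limit was not always enough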; also: some compounds called inactive have numbers as strong as hits
MLLE-PAM2 inh: blocks PAM2 peptide binding to the PABP1 MLLE domain; GST-MLLE / FITC-PAM2 fluorescence polarization; inhibition, % at 20 µM; actives 0.36% (n = 360,000); in the data active = inhibition above about 35%, passing the limit was not always enough;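 also: plate controls were DMSO wells with GST-MLLE for no effect and wells lacking GST-MLLE protein for full effect; some results filed as inactive read as strong as hits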
MT1-MMP act inh: blocks activation of human MT1-MMP; HT1080 RFP-PRO-GFP cells, GFP/RFP ratio fluorescence, overnight; percent of plate control window, DMSO zero; GFP/RFP ratio change, % at 20 µM; actives 0.061% (n = 360,000);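 active = GFP/RFP ratio change of at least 30% with cell ATP level not reduced by more than half and red fluorescence within 50% of control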; also: strong numbers were not always called active
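Assay system: HT1080 cells carrying an RFP-PRO-GFP reporter | Dosing: Single dose of 20 µM compound, 1% DMSO final | Incubation: Cells overnight before dosing, compound overnight, 37 °C, 5% CO2 | Evaluation: GFP/RFP fluorescence ratio | Control set: DMSO and RFP-L50D-GFP cell wells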
NadD block: NadD (S. aureus) enzyme inhibition | purified NadD enzyme, colorimetric absorbance read-out | inhibition, % at 20 µM | actives 0.78% (n = 360,000); in the data active = inhibition above about 26%; also: some compounds past the cut are filed as inactive
Rin1 Abl inh: human Rin1-Abl interaction inhibition; P00519+Q13671; TR-FRET Rin1/Abl binding, biochemical; inhibition, % at 7.35 µM; actives 0.4% (n = 360,000); in the data active = inhibition above about 5%, passing the limit was not always enough
Neddylation inh: blocks human cullin neddylation. P61081+Q13564. TR-FRET cullin neddylation, biochemical. calls only at 25 µM. actives 0.58% (n = 360,000). AID 651699; in the data active = inhibition above about 36%
Target sequence (P61081 whole entry, looked up): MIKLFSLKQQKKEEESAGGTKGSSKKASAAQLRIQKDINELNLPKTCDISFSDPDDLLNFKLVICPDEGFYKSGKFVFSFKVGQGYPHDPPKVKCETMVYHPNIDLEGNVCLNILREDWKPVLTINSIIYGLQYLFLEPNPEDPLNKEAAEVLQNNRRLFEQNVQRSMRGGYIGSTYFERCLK
Target sequence (Q13564 whole entry, looked up): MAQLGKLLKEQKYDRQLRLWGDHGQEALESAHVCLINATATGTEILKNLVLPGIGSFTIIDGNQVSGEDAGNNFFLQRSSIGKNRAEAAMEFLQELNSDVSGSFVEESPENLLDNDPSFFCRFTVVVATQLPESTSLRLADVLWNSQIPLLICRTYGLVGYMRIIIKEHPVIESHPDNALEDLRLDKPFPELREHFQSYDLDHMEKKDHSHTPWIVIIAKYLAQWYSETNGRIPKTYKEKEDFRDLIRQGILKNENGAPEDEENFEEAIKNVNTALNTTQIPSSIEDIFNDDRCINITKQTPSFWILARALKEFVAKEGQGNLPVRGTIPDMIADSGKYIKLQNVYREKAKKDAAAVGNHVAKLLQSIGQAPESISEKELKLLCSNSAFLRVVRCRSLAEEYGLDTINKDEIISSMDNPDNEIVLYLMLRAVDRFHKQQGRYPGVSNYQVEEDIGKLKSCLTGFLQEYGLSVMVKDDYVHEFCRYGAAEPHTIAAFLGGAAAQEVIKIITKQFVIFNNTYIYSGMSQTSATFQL
CSN deneddyl inh: blocks human CSN-mediated cullin deneddylation; Q92905; Purified CSN, SCF-Nedd8-OG deneddylation, fluorescence polarization; inhibition, % at 12.5 µM; actives 0.38% (n = 360,000); AID 651999;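 active = pattern-corrected inhibition above about 35%, with an unprinted fluorescence ratio check between 0.5 and 1.5, limit read from the data, passing the limit was not always enough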;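 also: 0% = enzyme with substrate and 100% = substrate without enzyme; some results filed as inactive read as strong as hits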
Target sequence (Q92905 whole entry, looked up, one chain of several): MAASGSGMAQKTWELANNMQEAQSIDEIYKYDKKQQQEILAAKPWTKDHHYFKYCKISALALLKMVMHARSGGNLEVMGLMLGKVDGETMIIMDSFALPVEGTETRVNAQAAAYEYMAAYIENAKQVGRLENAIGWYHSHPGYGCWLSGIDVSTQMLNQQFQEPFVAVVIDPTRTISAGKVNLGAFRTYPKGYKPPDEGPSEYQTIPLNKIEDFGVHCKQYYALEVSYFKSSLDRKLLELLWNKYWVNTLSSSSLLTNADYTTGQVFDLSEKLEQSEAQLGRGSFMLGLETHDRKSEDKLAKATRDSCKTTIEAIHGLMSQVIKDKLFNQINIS
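assay system = purified human Csn5 enzyme expressed in HEK293T cells | amount = 0.24 nM enzyme | buffer or medium = Tris/NaCl/DTT buffer, pH 7.5 | reagent = 10 nM SCFSkp2-Nedd8OG | compound = one concentration, 12.5 µM, 0.25% DMSO | times = 90 min reaction at room temperature | signal = FP | read-out basis = % inhibition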
Rpn11 block: blocks the human proteasome subunit Rpn11 | human 26S proteasome, Ub4-pepOG fluorescence polarization; 20S core pre-blocked with epoxomicin | actives 0.59% (n = 360,000) | calls only at 20 µM;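 active = inhibition at 20 µM, scaled to each plate's controls, above about 33%, limit read from the data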
FAS-TE inh: blocks the thioesterase domain of human fatty acid synthase. inhibition, % at 15 µM. recombinant FAS-TE, OMFH fluorogenic substrate, fluorescence endpoint. actives 0.67% (n = 360,000). P49327;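 active = compounds whose normalised, plate-corrected inhibition of enzyme fluorescence in the single-dose primary screen is 50% or more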;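 also: 0% = DMSO with enzyme and 100% = substrate without enzyme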
* marks the source's active call; other numbers are inactive results.

For Cc1cccc(NC(=O)c2cc(NC(=O)CCCC(=O)O)ccc2Cl)n1 the results were SKN-1 block -25.5, MLLE-PAM2 inh -3.5, MT1-MMP act inh -1.8, NadD block 3.5, Rin1 Abl inh -2.8, Neddylation inh inactive, CSN deneddyl inh 2.8, Rpn11 block inactive and FAS-TE inh -10.6.
`C=CCn1c(=O)c(C(=O)Nc2ncccc2O)c(O)c2ccccc21` gave SKN-1 block -6.8, MLLE-PAM2 inh 15.1, MT1-MMP act inh -1.3, NadD block 3.2, Rin1 Abl inh -3.9, Neddylation inh inactive, CSN deneddyl inh 1.1, Rpn11 block inactive and FAS-TE inh -2.4.
Cc1cccc(N2C(=O)CC(N3CCN(Cc4ccc(Cl)cc4)CC3)C2=O)c1 (stereo not drawn) was read as SKN-1 block 6.8, MLLE-PAM2 inh 1.6, MT1-MMP act inh 7.2, NadD block 3.0, Rin1 Abl inh -0.7, Neddylation inh inactive, CSN deneddyl inh 0.4, Rpn11 block inactive and FAS-TE inh -0.7.
For O=C(/C=C/c1cccc([N+](=O)[O-])c1)N1CCN(c2ccccc2F)CC1 the results were SKN-1 block 13.8, MLLE-PAM2 inh 3.7, MT1-MMP act inh 0.6, NadD block -2.7, Rin1 Abl inh -0.2, Neddylation inh inactive, CSN deneddyl inh -10.2, Rpn11 block inactive and FAS-TE inh 56.3*.
`O=C(Nc1nc2ccc(C(=O)N3CCCCC3)cc2s1)C1CCCCC1` gave SKN-1 block 3.4, MLLE-PAM2 inh 12.9, MT1-MMP act inh -2.2, NadD block -2.2, Rin1 Abl inh -1.8, Neddylation inh inactive, CSN deneddyl inh -7.4, Rpn11 block inactive and FAS-TE inh 2.2.
`CCOC(=O)c1oc2ccccc2c1NC(=O)COc1cccc(OC)c1` gave SKN-1 block -12.6, MLLE-PAM2 inh -13.1, MT1-MMP act inh 4.1, NadD block 0.6, Rin1 Abl inh 0.6, Neddylation inh inactive, CSN deneddyl inh -4.6, Rpn11 block inactive and FAS-TE inh -3.6.
Screening CC(C)CN1C(=O)c2ccc(C(=O)Nc3ccccc3C(=O)O)cc2C1=O returned SKN-1 block -3.6, MLLE-PAM2 inh 7.9, MT1-MMP act inh -1.1, NadD block -2.1, Rin1 Abl inh -3.4, Neddylation inh inactive, CSN deneddyl inh -2.9, Rpn11 block inactive and FAS-TE inh -4.2.
Screening CS(=O)(=O)c1ccc(Nc2nc(C(N)c3ccccc3Cl)cs2)cc1 (stereo not drawn) returned SKN-1 block 8.6, MLLE-PAM2 inh -4.9, MT1-MMP act inh -5.1, NadD block 3.5, Rin1 Abl inh -2.6, Neddylation inh inactive, CSN deneddyl inh 6.3, Rpn11 block inactive and FAS-TE inh -4.6.
Screening N#Cc1ccccc1NC(=O)CN1C(=O)NC(Cc2c[nH]c3ccccc23)C1=O (stereo not drawn) returned SKN-1 block 6.1, MLLE-PAM2 inh 1.7, MT1-MMP act inh -3.1, NadD block 3.1, Rin1 Abl inh -0.3, Neddylation inh inactive, CSN deneddyl inh 1.9, Rpn11 block inactive and FAS-TE inh -10.0.
`COc1cccc(NC(=O)c2ccc3c(c2)CCCC3)c1` gave SKN-1 block 3.4, MLLE-PAM2 inh -11.8, MT1-MMP act inh -2.6, NadD block -7.1, Rin1 Abl inh 1.4, Neddylation inh inactive, CSN deneddyl inh 0.0, Rpn11 block inactive and FAS-TE inh 14.4.
Screening COC(=O)c1cc2c(C(F)(F)F)nn(C)c2s1 returned SKN-1 block 10.8, MLLE-PAM2 inh 5.7, MT1-MMP act inh 1.0, NadD block -1.7, Rin1 Abl inh 3.0, Neddylation inh inactive, CSN deneddyl inh -5.1, Rpn11 block inactive and FAS-TE inh -4.1.
`CC1(C)CC(=O)c2cc(C(=O)NCc3ccco3)c(=O)n(-c3ccccc3)c2C1` gave SKN-1 block 16.8, MLLE-PAM2 inh -0.6, MT1-MMP act inh -1.0, NadD block 6.1, Rin1 Abl inh -2.9, Neddylation inh inactive, CSN deneddyl inh -4.0, Rpn11 block inactive and FAS-TE inh -2.0.
`CO[C@@H]1[C@@H](OC(N)=O)[C@@H](O)[C@H](Oc2ccc3c(O)c(NC(=O)c4ccc(O)c(CC=C(C)C)c4)c(=O)oc3c2C)OC1(C)C` gave SKN-1 block -9.0, MLLE-PAM2 inh -10.6, MT1-MMP act inh -2.9, NadD block 2.1, Rin1 Abl inh -2.1, Neddylation inh inactive, CSN deneddyl inh -2.7, Rpn11 block inactive and FAS-TE inh -4.7.
O=C(Cn1cc(C(=O)C2CC2)c2ccccc21)NCc1ccc2c(c1)OCO2 was read as SKN-1 block -1.3, MLLE-PAM2 inh -2.4, MT1-MMP act inh -2.0, NadD block -4.8, Rin1 Abl inh 1.1, Neddylation inh inactive, CSN deneddyl inh 0.0, Rpn11 block inactive and FAS-TE inh 59.1*.
Cc1ccc(CNS(=O)(=O)c2cc3c4c(c2)C(C)C(=O)N4CCC3)cc1 (stereo not drawn) was read as SKN-1 block 12.3, MLLE-PAM2 inh -1.9, MT1-MMP act inh -1.5, NadD block 3.3, Rin1 Abl inh -0.9, Neddylation inh inactive, CSN deneddyl inh 2.7, Rpn11 block inactive and FAS-TE inh -5.3.
`COC(=O)CCCNC(=O)c1ccc(S(=O)(=O)NCc2ccco2)cc1` gave SKN-1 block -3.5, MLLE-PAM2 inh 4.9, MT1-MMP act inh -0.9, NadD block 3.6, Rin1 Abl inh -0.5, Neddylation inh inactive, CSN deneddyl inh -2.6, Rpn11 block inactive and FAS-TE inh -4.3.
`O=C(NCCNS(=O)(=O)c1ccc(C(F)(F)F)cc1)N1CCOCC1` gave SKN-1 block 6.7, MLLE-PAM2 inh 4.2, MT1-MMP act inh -0.1, NadD block 0.7, Rin1 Abl inh 0.2, Neddylation inh inactive, CSN deneddyl inh 0.5, Rpn11 block inactive and FAS-TE inh -4.7.
Screening O=c1c(O)c(-c2cccs2)oc2ccccc12 returned SKN-1 block 7.4, MLLE-PAM2 inh -21.5, MT1-MMP act inh -271.7, NadD block 10.4, Rin1 Abl inh -4.0, Neddylation inh inactive, CSN deneddyl inh -1.2, Rpn11 block inactive and FAS-TE inh -12.4.
`CCCCCCOC(=O)C1=C(C)NC(=O)NC1c1ccc2c(c1)OCO2` (stereo not drawn) gave SKN-1 block 13.0, MLLE-PAM2 inh -11.3, MT1-MMP act inh -1.5, NadD block 4.0, Rin1 Abl inh 0.4, Neddylation inh inactive, CSN deneddyl inh -4.0, Rpn11 block inactive and FAS-TE inh 8.8.
`CC(C)N1C(=O)CCC1C(=O)NCCc1ccc(Cl)cc1` (stereo not drawn) gave SKN-1 block 8.8, MLLE-PAM2 inh 10.1, MT1-MMP act inh -2.6, NadD block -3.6, Rin1 Abl inh 2.0, Neddylation inh inactive, CSN deneddyl inh 7.1, Rpn11 block inactive and FAS-TE inh -9.5.
For CC1=NC(C#N)=C(C#N)NC(C)(C)C1 the results were SKN-1 block -6.4, MLLE-PAM2 inh -7.1, MT1-MMP act inh 3.1, NadD block -3.6, Rin1 Abl inh -0.4, Neddylation inh inactive, CSN deneddyl inh -5.0, Rpn11 block inactive and FAS-TE inh -1.8.
COc1ccc(/C=C/C(=O)O)cc1S(=O)(=O)N1CCCCC1 was read as SKN-1 block 7.1, MLLE-PAM2 inh -0.6, MT1-MMP act inh -2.7, NadD block 5.1, Rin1 Abl inh -1.0, Neddylation inh inactive, CSN deneddyl inh 5.5, Rpn11 block inactive and FAS-TE inh -5.6.
For CCc1cccc(NC(=O)Cn2cc(C=O)c3ccccc32)c1 the results were SKN-1 block -2.9, MLLE-PAM2 inh -4.2, MT1-MMP act inh -2.2, NadD block -7.1, Rin1 Abl inh 0.6, Neddylation inh inactive, CSN deneddyl inh -0.9, Rpn11 block inactive and FAS-TE inh 11.9.
For CCOC(=O)c1c(CN2CCN(C)CC2)oc2ccc(O)cc12 the results were SKN-1 block -0.2, MLLE-PAM2 inh 1.8, MT1-MMP act inh 1.0, NadD block 6.2, Rin1 Abl inh 6.5, Neddylation inh inactive, CSN deneddyl inh -0.9, Rpn11 block inactive and FAS-TE inh -6.5.
For COc1ccc(/C(N)=N/OC(=O)c2c(-c3ccccc3Cl)noc2C)cc1OC the results were SKN-1 block 13.3, MLLE-PAM2 inh 9.0, MT1-MMP act inh -8.0, NadD block -5.0, Rin1 Abl inh -0.6, Neddylation inh inactive, CSN deneddyl inh -0.8, Rpn11 block inactive and FAS-TE inh 3.7.
Screening COc1ccc2c(c1)-c1nc(/N=C/c3c(O)ccc4ccccc34)sc1CC2 returned SKN-1 block 12.4, MLLE-PAM2 inh 3.8, MT1-MMP act inh 2.3, NadD block -1.8, Rin1 Abl inh -2.2, Neddylation inh inactive, CSN deneddyl inh -6.0, Rpn11 block inactive and FAS-TE inh -4.4.
Screening CCOC(=O)c1sc2nc(COC(=O)c3c(F)cccc3F)[nH]c(=O)c2c1C returned SKN-1 block 5.0, MLLE-PAM2 inh -96.0, MT1-MMP act inh -27.0, NadD block 8.5, Rin1 Abl inh -2.6, Neddylation inh inactive, CSN deneddyl inh 19.5 and FAS-TE inh 0.0.
`COc1ccc(-c2cn[nH]c2C)cc1OC` gave SKN-1 block 5.7, MLLE-PAM2 inh 3.5, MT1-MMP act inh -1.3, NadD block -0.3, Rin1 Abl inh 3.6, Neddylation inh inactive, CSN deneddyl inh -11.0, Rpn11 block inactive and FAS-TE inh -3.1.
For Cn1c(CC(=O)Nc2ccccc2F)nnc1SCC(=O)Nc1nncs1 the results were SKN-1 block -2.2, MLLE-PAM2 inh 10.2, MT1-MMP act inh 1.2, NadD block -2.5, Rin1 Abl inh -0.7, Neddylation inh inactive, CSN deneddyl inh -3.0, Rpn11 block inactive and FAS-TE inh -3.0.
`CC(C)COc1ccc(Cc2cnc(N)nc2N)cc1` gave SKN-1 block 15.5, MLLE-PAM2 inh 2.6, MT1-MMP act inh 4.3, NadD block -9.5, Rin1 Abl inh -1.7, Neddylation inh inactive, CSN deneddyl inh -1.0, Rpn11 block inactive and FAS-TE inh -9.6.
`CSc1nc(C)cc(SCC(=O)Nc2ccc(Cl)cc2Cl)n1` gave SKN-1 block 5.0, MLLE-PAM2 inh -16.7, MT1-MMP act inh -6.3, NadD block -1.9, Rin1 Abl inh 1.0, Neddylation inh inactive, CSN deneddyl inh 1.4, Rpn11 block inactive and FAS-TE inh 19.2.
Screening CCn1c(=N)n(CC(O)c2ccco2)c2ccccc21 (stereo not drawn) returned SKN-1 block 23.8, MLLE-PAM2 inh 36.6, MT1-MMP act inh -17.4, NadD block -1.4, Rin1 Abl inh -0.2, Neddylation inh inactive, CSN deneddyl inh -10.4, Rpn11 block inactive and FAS-TE inh -5.8.
Screening CCn1ncc(/C=N\NC(=O)Cc2ccc([N+](=O)[O-])cc2)c1C returned SKN-1 block 8.6, MLLE-PAM2 inh -1.4, MT1-MMP act inh -4.5, NadD block -2.9, Rin1 Abl inh 0.7, Neddylation inh inactive, CSN deneddyl inh 1.8, Rpn11 block inactive and FAS-TE inh -7.3.
Screening O=C(NCC1CCCO1)c1[nH]c(C(F)(F)F)nc1-c1ccccc1 (stereo not drawn) returned SKN-1 block 4.6, MLLE-PAM2 inh 11.6, MT1-MMP act inh 3.6, NadD block -3.4, Rin1 Abl inh 0.1, Neddylation inh inactive, CSN deneddyl inh 5.2, Rpn11 block inactive and FAS-TE inh -8.1.
